SR-BI uptake up – activators of SR-BI mediated DiI-HDL uptake, primary screen, ldlA[mSR-BI] CHO cells, DiI fluorescence; AID 504775, 2011; activation, % at 12.5 µM; 3 h; 100 = double the neutral-control signal; 0.096% of 320,000 active;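 active = mean replicate activation of at least 60% and every replicate at or above 60%; inconclusive = mean or all-replicate condition met, but not both; inactive = mean below 60% and not all replicates reaching 60%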;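 also: 0% = median plate neutral-control signal and 100% = twice that signal; values of inactives mirror those of a sister screen read the other way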
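Material: SR-BI-overexpressing, LDLR-lacking CHO cells | Dosing: Single compound concentration, delivered by pin transfer | Probe or stimulus: Labelled HDL, 10 µg/mL | Signal: Bottom-read cell fluorescence after medium removal, ex 550/em 595 nm | Schedule: 3 h, 37 °C | Evaluation: HDL uptake via cellular fluorescence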
Rtt109 HAT inh – inhibitors of C. albicans Rtt109/Vps75 HAT, primary screen, biochemical, ThioGlo CoA-SH fluorescence, plate reader; 0.16% of 330,000 active; purified Rtt109/Vps75, 4 h; Histone acetyltransferase RTT109 (Candida albicans (strain SC5314 / ATCC MYA-2876)), …; inhibition, % at 34.9 µM;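 active = inhibition of at least 50% in every replicate; inconclusive = best replicate reaches 50% inhibition but some replicates fall short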
PvdQ inh – P. aeruginosa PvdQ acylase inhibitors, primary screen, biochemical, fluorescence, plate reader and imaging, single point | PvdQ acylase [Pseudomonas aeruginosa LESB58] | purified PvdQ acylase | inhibition, % at 10 µM | 0.063% of 340,000 active; in the data active = inhibition above about 30%, passing the limit was not always enough; inconclusive = no clear call, values can overlap the other calls;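 also: 0% = vehicle neutral wells and 100% = reference inhibitor wells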
dFosB activator – activators of delta FosB homodimer, primary screen, biochemical, fluorescence polarization, TAMRA-CDK5 oligo, single point; activation, % at 25 µM; purified delta FosB; percent of positive-control signal above neutral wells; 0.99% of 340,000 active;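 active = mean activation above about 17%, with every replicate also reaching it, limit read from the data, passing the limit was not always enough; inconclusive = only one of the two conditions met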;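 also: fluorescence polarization rise as delta FosB binds a TAMRA Cdk5 AP-1 oligo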
PfHsp90 set2 – growth inhibition of PfHsp90-expressing yeast, primary screen, antimalarial PfHsp90 inhibitor project, S. cerevisiae, BacTiter-Glo luminescence, single point, set 2 | BacTiter-Glo ATP, 48 h; yeast lacking PDR1 and PDR3 efflux regulators | inhibition, % at 9.4 µM | 0.32% of 310,000 active;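 active = every replicate shows inhibition above about 80%, whatever the replicate mean, limit read from the data; inconclusive = mean inhibition reaches the set limit but some replicate falls short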;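 also: 0% = DMSO neutral controls and 100% = 20 µM radicicol positive controls; yeast relying on Plasmodium falciparum Hsp90 in place of its own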
SR-BI DiI inh – inhibitors of SR-BI mediated HDL lipid uptake, primary screen, ldlA[mSR-BI] cells, fluorescence, single point. Scavenger receptor class B member 1 (Mus musculus), Q61009. ldlA[mSR-BI] CHO cells, DiI-HDL uptake fluorescence, 3 h. inhibition, % at 12.5 µM. 0.96% of 320,000 active. AID 488896, 2010;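 active = mean replicate inhibition of at least 70% and a set share of replicates each scoring 70 or more; inconclusive = meets just one of the two criteria; inactive = fails both criteria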;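 also: 0% = median of neutral control wells and 100% = median of positive control wells; values of inactives mirror those of a sister screen read the other way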
CAL PDZ FP-1 – untagged CAL PDZ binding inhibitors, primary screen, biochemical, fluorescence polarization, HTS. Golgi-associated PDZ and coiled-coil motif-containing protein (Homo sapiens), Q9HD26. purified CAL PDZ, TMR-peptide fluorescence polarization, 1 h. inhibition, % at 24.9 µM. 0.92% of 300,000 active. AID 602252, 2012;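 active = mean inhibition of at least 30% with at least half of replicates also reaching 30%; inconclusive = no clear call, values can overlap the other calls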;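 also: 0% = DMSO neutral control and 100% = excess unlabeled competitor peptide PRC23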
MITF TRPM1 HTS – activators of MITF-driven TRPM1 promoter reporter, primary screen, cell-based, SK-MEL-5, luciferase, single point; SK-MEL-5 TRPM1-promoter luciferase, 24 h; % of positive control, neutral wells = 0; activation, % at 12.5 µM; 0.75% of 300,000 active; AID 588334, 2011;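 active = mean activation of at least 80% with every replicate also reaching 80%; inconclusive = mean reaches 80% but some replicate falls short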;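 also: 0% = neutral control wells and 100% = parthenolide positive control wells; values of inactives mirror those of a sister screen read the other way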
CAL PDZ FP-2 – CAL PDZ peptide-binding inhibitors, primary screen, biochemical, fluorescence polarization, Cer-tagged CAL PDZ, HTS; 0.02% of 330,000 active; Golgi-associated PDZ and coiled-coil motif-containing protein (Homo sapiens), Q9HD26; purified CAL PDZ, TMR-peptide fluorescence polarization, 1 h; AID 504414, 2011; inhibition, % at 20 µM;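 active = highest replicate inhibition of at least 40%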;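 also: plate controls were DMSO neutral control wells for no effect and unlabeled competitor peptide control wells for full effect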
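Material: tagged CAL PDZ protein CerCALP, purified; buffer or medium: sodium phosphate/NaCl buffer pH 7.4 with TCEP, IgG, Thesit; also added: fluorescent TMR peptide probe; schedule: 1 h incubation at room temperature before polarization reading; technique: fluorescence polarization from S- and P-plane intensities, G-factor corrected; control set: unlabelled peptide and DMSO controls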
NSD2 HMT inh – NSD2 histone methyltransferase inhibitors, primary screen, biochemical, AlphaScreen, single concentration, set 2; Histone-lysine N-methyltransferase NSD2 (Homo sapiens), O96028; NSD2 peptide methylation, 120 min; inhibition, % at 12.5 µM; 0.54% of 310,000 active; AID 743445, 2014; in the data active = inhibition above about 50%
Numbers without * were called inactive; ? = inconclusive; · = not tested or not shown. Rows are unselected; overall some 4.3% were active at least once.

SMILES	SR-BI uptake up	Rtt109 HAT inh	PvdQ inh	dFosB activator	PfHsp90 set2	SR-BI DiI inh	CAL PDZ FP-1	MITF TRPM1 HTS	CAL PDZ FP-2	NSD2 HMT inh
COc1ccc(Nc2nc(C)cc(C)c2C#N)c(OC)c1	-53	-3	-16	0	-5	53	-3	-3	-1.2	-2
CCOC(=O)c1nc(C)nc(Sc2n[nH]c(-c3cc(Cl)cc(Cl)c3)n2)c1C	16	1	-4	-1	2	-16	0	-7	-1.5	-1
COc1ccc(CCn2c(NN=C3CCCCC3)nc3c2c(=O)[nH]c(=O)n3C)cc1	-18	14	-7	-21	12	18	11	·	-0.4	20
Cc1ccc(N(C(=O)c2csnn2)C(C(=O)NC(C)(C)C)c2cccs2)cc1 (stereo unspecified)	34	3	-17	-7	6	-34	-2	3	-4.0	0
O=[N+]([O-])c1ccc(/C=N/n2c(C3CCCCC3)n[nH]c2=S)cc1	-49	-5	-2	7	15	49	-2	7	0.1	2
Cc1cc(Cl)c(S(=O)(=O)NC2CCCCC2)cc1OCC(=O)Nc1nncs1	-16	-5	-23	-14	-25	16	·	·	0.1	1
S=C(NCCCN1CCOCC1)Nc1ccc(N2CCOCC2)cc1	8	-2	0	-9	-9	-8	·	4	0.6	1
Cc1ccc(/C=N/NC(=O)c2ccc(OC3CCCC3)cc2)o1	-12	-1	-9	-8	-10	12	·	-4	-0.7	2
Fc1ccccc1CNC(=S)NCc1ccc(Cl)cc1	19	-8	2	-10	27	-19	-1	-10	-2.1	0
COc1ccc(-c2nc(Cc3ccc(Cl)cc3)no2)cc1OC	-6	1	0	50*	-14	6	-3	1	0.0	2
CCOC(=O)c1ccccc1NC(=O)C1CSC2(C)CCC(=O)N12 (stereo unspecified)	-12	5	2	-7	-18	12	-5	-16	0.5	0
Cc1ccc(N2C(=O)CC(Sc3ccccc3C(=O)O)C2=O)cc1C (stereo unspecified)	2	3	-9	-3	-21	-2	0	-5	0.0	1
O=C(NCc1ccncc1)C1CCCN(S(=O)(=O)Cc2ccccc2)C1 (stereo unspecified)	31	2	-4	-3	-1	-31	-3	-2	-1.6	-1
c1ccc(-n2nnnc2-n2cnc3ccccc32)cc1	-5	·	-3	4	-20	5	-3	-1	-2.5	1
CC1Oc2ccccc2N(CC(=O)Nc2ccc3c(c2)OCCO3)C1=O (stereo unspecified)	-15	4	-1	-1	7	15	0	4	·	0
O=C(CSc1n[nH]c(-c2ccc(Cl)cc2Cl)n1)Nc1ccccn1	19	4	-3	-6	-6	-19	-1	?	-2.0	0
O=c1[nH]c2cc(Cl)c([N+](=O)[O-])nc2[nH]1	45	4	-14	-2	-22	-45	-3	-8	-1.4	1
COCCN(C(=O)c1ccccc1F)c1c(N)n(Cc2ccccc2)c(=O)[nH]c1=O	26	1	14	1	7	-26	·	-8	0.0	-2
NS(=O)(=O)c1cc(C(=O)OCC(=O)N2CCOCC2)ccc1Cl	14	-15	-9	-9	-15	-14	-6	-10	-1.5	-2
COc1ccc(C(=O)NCc2nnc(SC)n2C2CCCCC2)cc1	6	-7	9	-4	13	-6	-4	·	-1.4	·
O=C(/C=C/c1ccccc1)CC(O)(c1ccccc1)C(F)(F)C(F)F (stereo unspecified)	25	0	-10	-12	-33	-25	1	-21	0.5	-1
CC(C)OC(=O)[C@H]1[C@H](c2ccc(Cl)cc2)[C@@](C#N)(C(N)=O)[C@@H]2C=CC(C(N)=O)=CN21	-7	-7	-12	-1	24	7	-1	3	-0.7	-2
O=C1c2ccccc2C(=O)N1c1ncccn1	7	19	-1	-4	6	-7	0	-4	0.3	-2
CSC1=C(C#N)C(CC(C)C)C(C(C)=O)=C(C)N1 (stereo unspecified)	21	10	-12	0	-13	-21	-4	1	·	-1
O=C(CN1CCN(c2ccccc2F)CC1)c1c[nH]c2ccc(F)cc12	-2	1	-2	-7	·	2	-4	·	-2.5	-1
CCOc1cccc(C(=O)Nc2ccc3[nH]ncc3c2)c1	-14	10	-16	0	-2	14	8	·	-1.1	-1
CCn1c(CNc2ccc(OC)cc2)nnc1SCC(=O)N1CCCc2ccccc21	-33	-3	-3	-2	·	33	1	·	-1.6	2
COC(=O)Cn1c(CN2CCc3ccccc3C2)nc2c1c(=O)n(C)c(=O)n2C	0	7	-19	-10	9	0	-2	·	-1.8	·
O=C(Cc1cccs1)NCc1ccc(Cl)cc1	19	-23	-13	3	-14	-19	4	·	-0.8	-2
Fc1cccc(Cc2noc(CN3CCC(c4ccncc4)CC3)n2)c1	14	1	0	-1	21	-14	-5	4	-3.8	0
CCOC(=O)c1ccc(NC(=S)N(CCCN2CCCCCC2)Cc2ccco2)cc1	-1	12	-17	3	-10	1	·	-3	-1.0	3
CC1(C)CC(NC(=O)Cc2ccccc2)CC(C)(C)N1	7	1	-4	0	-6	-7	-1	21	-1.3	-1
CC(=O)OC(C(=O)Nc1nccs1)c1ccccc1 (stereo unspecified)	-12	-1	-14	-12	2	12	·	·	-0.3	2
Cc1cccc(COc2ccccc2C(=O)N(C)CC(=O)Nc2cccc(F)c2)c1	-37	3	-9	-7	5	37	-1	-5	-0.6	-3
Cc1nn(-c2ccccc2)c(C)c1-c1ccccc1O	-26	5	6	-2	6	26	-4	-2	-1.0	5
COc1ccc(C(CC(=O)O)NC(=O)C(c2ccccc2)c2ccccc2)cc1 (stereo unspecified)	23	-1	-3	5	3	-23	·	-1	0.3	-3
Fc1cccc(Cc2noc(CN3CCCCC3c3ccccn3)n2)c1 (stereo unspecified)	28	2	-6	-7	23	-28	0	-6	-3.6	-2
O=C(CN(Cc1ccccc1)C(=O)CCC(=O)Nc1nccs1)NCc1ccco1	7	-5	-31	-6	-6	-7	-4	1	·	2
O=C(Cn1[nH]c(=O)c2ccccc2c1=O)Nc1cccnc1	-3	4	-11	-9	-33	3	1	6	-1.4	-2
O=C(NCc1ccccc1)C1=C[C@H](C2CC2)C[C@H](OCCCCO)O1	14	-2	-15	-7	-4	-14	-3	-2	0.4	·
Cc1ccccc1Cn1c(=O)n(-c2ccccc2)c(=O)c2ccc(C(=O)NCc3ccco3)cc21	19	0	-12	45*	14	-19	·	2	0.1	·
Nc1nc(-c2ccc3c(c2)OCCO3)c(CC(=O)O)s1	7	-5	-15	-1	12	-7	-5	2	·	2
COc1cc(Cl)c(C)cc1NC(=O)COC(=O)c1ccc(CN2CCCC2=O)cc1	-3	16	3	7	1	3	-3	·	0.5	-1
O=C(COC(=O)CCC(=O)c1ccc(F)cc1)NCc1ccccc1Cl	4	-1	-10	-4	11	-4	-5	9	-0.1	6
CCCN(C(=O)/C=C/c1ccc(S(=O)(=O)N(CC)CC)cc1)C1CCS(=O)(=O)C1 (stereo unspecified)	-20	1	-12	-7	-20	20	-5	-4	-0.5	2
NC(=O)CC(NC(=O)Cc1cccc2ccccc12)c1ccc(NCC2CC2)c([N+](=O)[O-])c1 (stereo unspecified)	21	-7	-18	-3	17	-21	1	3	0.4	·
COC(=O)c1cnn(-c2nc(-c3ccccc3)cs2)c1N	-68	2	-4	-5	2	68	0	66	-0.8	-2
CCc1cccc(C)c1NC(=O)CN(C)Cc1ccccc1F	-14	4	6	-7	0	14	-4	4	-0.6	-2
Cc1ccnc(NC(=O)c2ccco2)n1	18	·	-8	-3	28	-18	-1	-5	0.0	-4
COC(=O)C(C(=O)OC)C(c1ccccc1)C(C(=O)c1ccccc1)[N+](=O)[O-] (stereo unspecified)	40	2	-7	-6	4	-40	-2	-3	1.1	-2
CC(C)Cn1c(SCC(=O)N2CCc3ccccc3C2)nc(O)cc1=O	37	0	-17	2	·	-37	8	-5	0.1	1
CCOC(=O)CC1C(=O)NCCN1S(=O)(=O)c1ccc(OC)cc1 (stereo unspecified)	7	2	-9	2	-12	-7	6	-4	-0.8	-4
O=C(CN(Cc1ccccc1)C(=O)CSc1nnc(COc2ccccc2)o1)NC1CCCC1	-3	-9	9	-3	-34	3	-1	1	-1.0	2
CC(/C=N/NC(=O)c1cccs1)=C\c1ccccc1	-14	10	4	-9	21	14	-4	99*	-2.3	-1
O=C(CSc1nc(C2CC2)nc2ccccc12)Nc1ccccc1N1CCOCC1	7	1	-11	-9	-1	-7	1	8	-23	-2
O=C(Nc1nnc(-c2ccco2)o1)c1cccc2ccccc12	-16	-7	-5	-4	-17	16	-2	0	-2.8	-1
CCOC(=O)c1c(C)[nH]c(C(=O)NCc2ccccn2)c1C	-11	-13	-23	-3	-4	11	·	64	-0.2	2
CCN(C[C@H]1N[C@@](Cc2ccccc2)(C(=O)OC)[C@H]2C(=O)N(C)C(=O)[C@@H]12)S(=O)(=O)c1ccc(C(F)(F)F)cc1	27	-5	5	-1	3	-27	-1	-7	-0.2	·
CC(=O)N(Cc1cc(=O)[nH]c2ccccc12)c1ccc(C)cc1C	22	-3	-6	0	-1	-22	-4	-13	1.9	2
CC(C)(C)C(=O)COC(=O)c1ccc2c(c1)C(=O)N(Cc1ccco1)C2=O	-9	6	-13	-3	-30	9	-5	-4	0.2	2
Cc1ccccc1C(=O)Nc1ccc(N2CCCC2)cc1	-57	-3	-2	-1	-42	57	3	?	-17	38
CCOC(=O)CSCC(=O)Nc1ccc(S(=O)(=O)N2CCCCC2)cc1	12	7	-22	-2	19	-12	-3	-4	·	-4
CCOc1ccc(CN2CCNC(=O)C2CC(=O)NC2CCCCCC2)cc1 (stereo unspecified)	12	35	-12	-1	-4	-12	2	9	-3.0	-1
